# Assay outcomes deposited in PubChem BioAssay by several laboratories.
# S1P4 antag: blocks the human S1P4 receptor; O95977; S1P4-expressing cells, antagonist mode, reporter read-out; inhibition, % at 4.98 µM; 0.26% of 220,000 active; in the data active means inhibition above about 29%;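 further: 0% = wells stimulated with agonist and 100% = vehicle wells without agonist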
# Target sequence (O95977 whole entry, looked up): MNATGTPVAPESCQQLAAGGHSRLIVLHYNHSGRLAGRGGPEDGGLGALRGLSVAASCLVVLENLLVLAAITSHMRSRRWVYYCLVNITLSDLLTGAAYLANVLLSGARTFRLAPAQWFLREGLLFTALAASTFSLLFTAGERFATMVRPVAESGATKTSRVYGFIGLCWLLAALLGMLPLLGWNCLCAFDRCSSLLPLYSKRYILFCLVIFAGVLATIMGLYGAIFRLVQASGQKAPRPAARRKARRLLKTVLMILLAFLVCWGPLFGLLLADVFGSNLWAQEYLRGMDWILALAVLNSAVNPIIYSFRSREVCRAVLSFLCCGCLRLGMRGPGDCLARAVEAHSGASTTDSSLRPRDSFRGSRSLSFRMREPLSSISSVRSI
# zfTRPN1 agonist: agonists of zebrafish TRPN1 channel | HEK293 zebrafish TRPN1-YFP, Fluo-8 calcium fluorescence; 100% = response to 87 µM carbachol | activation, % at 3 µM | 0.18% of 220,000 active | AID 1424;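 active means activation above its plate's cutoff, the mean activation of test wells on that plate plus 3 SD, cut at about 19% in these data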;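 further: 0% = DMSO alone and 100% = 87 µM carbachol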
#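 System: zebrafish TRPN1-YFP in HEK293 cells / Dosing: 3 µM single point / Timing: dye loading 1 h at 37 °C, then 30 min room temperature / Signal: Fluo-8 calcium fluorescence, excitation 470-495 nm, emission 515-575 nm / Read-out basis: percent activation from peak over basal fluorescence ratio, control-normalized / Control set: high carbachol 87 µM, low DMSO alone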
# PERK inh: human PERK inhibition, primary cell-based screen; CHO PERK-DD fusion, SEAP luminescence translation reporter; 0.17% of 220,000 active; inhibition, % at 5.6 µM; Q9NZJ5;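 active means inhibition above the mean inhibition of all tested compounds plus 3 SD, set separately per screening campaign, cut at about 2.9% in these data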;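 further: PERK kinase domain activated by AP20187 dimerizer at 100 nM; 0% = DMSO with dimerizer and 100% = rapamycin at 8.4 µM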
# m-calpain inh: blocks pig calpain II enzyme activity. inhibition, % at 16 µM. 0.37% of 220,000 active. AID 1236. purified calpain II, fluorogenic peptide substrate, 30 min;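 active means inhibition above about 50%, limit read from the data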
# S1P4 agonist: human S1P4 receptor agonism. O95977. S1P4-expressing cell line, agonist reporter assay. activation, % at 4.98 µM. 0.35% of 220,000 active; in the data active means activation above about 11%;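 further: 0% = DMSO vehicle and 100% = reference agonist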
# EP2 modulator: EP2 receptor (human) modulation | EP2-expressing cells, cAMP HTRF FRET, PGE2 co-stimulation | induction, % at 25 µM | 0.83% of 260,000 active | AID 940;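 active means compounds whose cAMP rise, as percent of the full-agonist control response, exceeds 60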;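 further: rat C6 glioma line stably carrying human EP2 under a CMV promoter; the protocol text gives 20 µM as final concentration; 100% = response of wells given 1 µM PGE2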
# Target sequence (P43116 whole entry, looked up): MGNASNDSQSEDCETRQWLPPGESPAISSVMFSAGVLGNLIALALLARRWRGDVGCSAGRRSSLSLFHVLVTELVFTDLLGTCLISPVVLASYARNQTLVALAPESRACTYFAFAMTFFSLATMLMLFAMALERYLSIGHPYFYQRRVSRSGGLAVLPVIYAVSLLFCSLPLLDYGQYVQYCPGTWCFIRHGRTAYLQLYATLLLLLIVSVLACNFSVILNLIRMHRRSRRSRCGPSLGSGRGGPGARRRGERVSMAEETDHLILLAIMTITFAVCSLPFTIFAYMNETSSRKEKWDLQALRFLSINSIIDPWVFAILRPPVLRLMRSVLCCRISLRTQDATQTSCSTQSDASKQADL
# Ba/F3 V617F tox: reduce viability of Ba/F3 cells dependent on JAK2V617F | 1.1% of 220,000 active | inhibition, % at 5.6 µM | Ba/F3 EpoR-JAK2V617F viability, ATP luminescence;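 active means inhibition above the campaign mean plus 3 SD over all tested compounds, cut at about 24% in these data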;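 further: cytokine-independent growth of Ba/F3 cells driven by EpoR plus mutant JAK2; 0% = DMSO-treated cells and 100% = JAK inhibitor I control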
# TRPML3 ag: agonists of human TRPML3 channel; Q8TDD5; HEK293 TRPML3-YFP, Fluo-8 calcium fluorescence; 100% = the carbachol control signal; activation, % at 3 µM; 0.29% of 220,000 active;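 active means activation above its plate's cutoff, the mean activation of the plate's test wells plus 3 SD, cut at about 12% in these data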;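 further: 0% = DMSO only wells and 100% = carbachol wells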
#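 Test system – HEK293 line with stable expression of human TRPML3-YFP channel · Control set – carbachol 87 µM final as high control (100%), DMSO as low control (0%) · Signal – Fluo-8 calcium dye fluorescence, ex 470-495, em 515-575 nm · Incubation – 1-h 37 °C dye load, 5-s basal, 120-s post-compound reads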
# BaF3 parental: reduces parental Ba/F3 cell viability, JAK2V617F counter-screen; CellTiter-Glo ATP luminescence; inhibition, % at 5.6 µM; 1.1% of 220,000 active;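 active means inhibition above a per-campaign cutoff, the mean inhibition of all tested compounds plus 3 SD, cut at about 27% in these data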;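 further: 0% = DMSO wells and 100% = JAK Inhibitor I control wells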
# Active calls of the source: *; i = inactive; & = joins results of further samples.
No.	Molecule	S1P4 antag	zfTRPN1 agonist	PERK inh	m-calpain inh	S1P4 agonist
1	CC1=NN(C(=O)c2ccc(Cn3nc(C)c([N+](=O)[O-])c3C)cc2)C(O)(C(F)(F)F)C1 (stereo not given)	14	1.9	-2.1	-36	1.0
2	O=C(O)COn1c(-c2ccccc2)nc2ccc(Cl)cc21	0	0.6	1.2	-3	1.5
3	Cc1nnc(N/N=C/c2cccc(OCc3ccc(Cl)c(Cl)c3)c2)n1N	-9	1.3	0.3	-6	1.6
4	Cc1cc(C(=O)OCC(=O)Nc2ccc(F)c(F)c2F)c(C)o1	-4	-1.7	-0.1	-20	1.6
5	NC(=O)C1CCN(C(c2ccccc2Cl)c2nnnn2Cc2ccc3c(c2)OCO3)CC1 (stereo not given)	-8	0.4	0.1	-1	-1.1
6	Cc1ccc(-n2ncc3c(SCC(=O)Nc4cc(C)on4)ncnc32)c(C)c1	-17	1.2	0.4	-24	1.8
7	CCn1c(CSc2nc3ccccc3s2)nnc1SCC(=O)c1ccc2c(c1)OCCO2	7	-0.8	-1.0	11	0.7
8	CCc1c(C)nc2c(C)cccc2c1SCCC#N	7	-1.1	0.1	-21	0.1
9	CCCCC(=O)N/N=C/c1ccc(-c2ccc([N+](=O)[O-])cc2)o1	0	1.9	0.9	-26	2.0
10	c1ccc2c(c1)CCN2CCN1CCc2ccccc21	-9	-0.7	0.9	23	-0.5
11	CCOc1ccccc1OCc1nn2c(COc3ccccc3)nnc2s1	-2	-1.7	-0.1	-19	-1.2
12	Cc1ccc([N+](=O)[O-])cc1N/C=C1\CCCCC1=O	-5	-1.1	0.9	-3	1.1
13	O=C(c1ccc(CS(=O)(=O)Cc2ccc(Cl)cc2)o1)N1CCCC1	0	0.9	-0.1	-21	-0.9
14	COCCOC(=O)/C(=C\c1cc(C(C)(C)C)c(O)c(C(C)(C)C)c1)C(C)=O	13	-1.5	1.5	16	0.3
15	COC(=O)COc1ccc(-c2nn(C)c(=O)c3ccccc23)cc1	-15	2.2	0.4	5	0.7

No.	EP2 modulator	Ba/F3 V617F tox	TRPML3 ag	BaF3 parental
1	34	5	0.8	8
2	30	-2	0.7	4
3	-7	5	0.5	6
4	19	2	-0.3	1
5	-9	0	0.7	3
6	-20	0	0.9	3
7	-31	-2	0.3	-1
8	59	1	1.4	10
9	3	-1	0.2	7
10	12	-3	0.9	3
11	-8	1	-1.4	2
12	6	5	1.1	5
13	-2	-5	0.3	-1
14	-17	-1	0.2	-3
15	44	-2	0.5	0

# Continuation.
No.	Molecule	S1P4 antag	zfTRPN1 agonist	PERK inh	m-calpain inh	S1P4 agonist
16	O=C(C[n+]1cccc2ccccc21)c1ccccc1	-5	0.2	0.7	0	0.1
17	CCOC(=O)C1CSC(CC(=O)Nc2ccc(OC(F)(F)F)cc2)C(=O)N1 (stereo not given)	-20	1.3	0.8	-8	0.2
18	COP(=O)(OC)c1nc(-c2cccc3ccccc23)oc1N1CCCCC1	12	-2.7	-0.3	i	1.4
19	O=C(O)CNC(=O)c1ccccc1Br	-13	-0.5	0.7	13	0.2
20	CNc1nc2ccccc2n1/N=C/c1cccc(OC)c1OC	6	0.3	-1.2	5	-1.4
21	CC(=O)Nc1ccc(S(=O)(=O)N2CCN(Cc3cccnc3)CC2)cc1	8	0.0	-0.9	27	0.0
22	COc1ccc(OC)c(S(=O)(=O)n2cccn2)c1	-12	0.6	0.2	8	1.8
23	O=c1sc(N2CCN(c3ccc(F)cc3)CC2)nc2ccsc12	-10	0.6	0.2	-48	2.4
24	S=c1[nH]nc(COc2ccc(Cl)cc2)n1C1CCCCC1	-15	-0.2	-0.3	32	-0.4
25	Cc1cc(C)c2nc(SCC(=O)N(C)C3CCS(=O)(=O)C3)cc(C)c2c1 (stereo not given)	-4	-0.6	0.7	-31	1.4
26	COc1ccccc1C1CN=NC12CCCc1ccccc1C2=O (stereo not given)	-9	-1.5	1.9	21	-1.8
27	COc1cccc(-n2c(C)nn(C)c2=O)c1	-1	1.7	1.4	17	-1.4
28	CCN(c1ccccc1)S(=O)(=O)c1cc(C(=O)Nc2ccccc2Cl)ccc1F	-11	-0.5	0.7	0	4.3
29	COc1cccc(/C(C)=N/Nc2ncc(Cl)cc2Cl)c1	-8	0.0	0.7	12	1.0
30	CCS(=O)(=O)N1CCN(Cc2ccccc2OC)CC1	-7	0.0	0.1	-28	0.4

No.	EP2 modulator	Ba/F3 V617F tox	TRPML3 ag	BaF3 parental
16	13	-3	0.7	1
17	-11	-2	0.7	-6
18	13	0	0.0	7
19	-12	-2	1.1	4
20	-20	2	0.3	8
21	4	5	0.5	7
22	9	4	0.3	4
23	30	-4	0.4	0
24	1	-3	0.0	7
25	-33	-2	-0.3	2
26	25	-1	24*	0
27	12	-2	0.7	6
28	-7	-3	3.0	6
29	-1	-2	0.3	2
30	12	1	-0.1	6

# Printed as active in TRPML3 ag, among the entries above:
cpd	molecule	S1P4 antag	PERK inh	m-calpain inh	S1P4 agonist	EP2 modulator	TRPML3 ag
26	COc1ccccc1C1CN=NC12CCCc1ccccc1C2=O (stereo not given)	-9	1.9	21	-1.8	25	24*

# Carrying on:
No.	Molecule	S1P4 antag	zfTRPN1 agonist	PERK inh	m-calpain inh	S1P4 agonist
31	CNCC(=O)N(CC(C)C)c1c(N)n(CC(C)C)c(=O)[nH]c1=O	2	0.6	0.2	16	-1.4
32	O=C(COC(=O)c1ccc2c(=O)n3c(nc2c1)CCC3)Nc1ccc(OC(F)F)cc1	-8	-0.5	-0.6	-30	2.0
33	COc1ccccc1C(c1c(N)n(C)c(=O)n(C)c1=O)C(C)[N+](=O)[O-] (stereo not given)	-8	2.5	0.0	-22	0.3
34	Cc1ccc(OC(=O)c2cc(C)nn2C(C)(C)C)cc1	-8	1.4	1.0	-14	-0.3
35	CN1C(=O)/C(=C/c2cc(N=Nc3ccccc3)ccc2O)SC1=S	4	1.9	0.8	-77	-1.4
36	Cc1ccc(-c2n[nH]c(=S)n2/N=C/c2cccs2)cc1	-10	-1.6	-0.1	29	1.1
37	Clc1ccc(-c2nnc(COc3ncnc4sccc34)o2)cc1	-23	-0.3	0.2	-19	-1.1
38	CCCCc1nc(N2CCOCC2)c(C#N)c2c1COC(C)(C)C2	4	0.0	-0.2	-218	-1.3
39	COc1ccc(N2C(=O)CC(NCc3cccs3)C2=O)cc1 (stereo not given)	-4	1.2	1.1	-21	-1.6
40	COc1ccc(-c2nc(CS(=O)CC(=O)NCCC3=CCCCC3)c(C)o2)cc1 (stereo not given)	2	-2.0	-0.4	-1	-0.1
41	CC1CCCC(C)N1C(=O)CSc1nnc(-c2cccs2)o1 (stereo not given)	5	-0.8	-0.4	-15	0.8
42	O=C(NCCN1C(=O)C2C3C=CC(C3)C2C1=O)Nc1cccnc1 (stereo not given)	-18	1.1	0.6	-6	-0.3
43	CCOC(=O)COc1ccc2c(=O)cc(-c3ccccc3)oc2c1	-11	-0.8	2.0	-3	1.1
44	CCCCCCOc1ccc(C(CC(=O)NC)C(=O)O)cc1 (stereo not given)	-10	1.2	1.2	-3	-1.9
45	NC1=NC2(CCCC2)n2c(nc3ccccc32)N1	12	-0.2	1.1	-29	1.9

No.	EP2 modulator	Ba/F3 V617F tox	TRPML3 ag	BaF3 parental
31	-10	4	-0.2	6
32	-15	-2	0.5	2
33	21	-4	0.0	3
34	22	1	1.1	3
35	10	-3	0.6	0
36	26	5	-1.3	10
37	-10	2	0.4	4
38	38	0	0.6	7
39	-38	3	0.0	2
40	2	-3	-1.0	1
41	26	-1	-0.2	1
42	1	1	1.0	6
43	-5	0	-0.6	-5
44	9	-2	0.5	3
45	-1	4	0.6	-7

# Three entries already listed, ordered by the value under S1P4 agonist, high to low.
No.	mol	S1P4 agonist
32	O=C(COC(=O)c1ccc2c(=O)n3c(nc2c1)CCC3)Nc1ccc(OC(F)F)cc1	2.0
38	CCCCc1nc(N2CCOCC2)c(C#N)c2c1COC(C)(C)C2	-1.3
31	CNCC(=O)N(CC(C)C)c1c(N)n(CC(C)C)c(=O)[nH]c1=O	-1.4

# (continued)
No.	Molecule	S1P4 antag	zfTRPN1 agonist	PERK inh	m-calpain inh	S1P4 agonist
46	CCc1cc2c(N3CCN(C(=O)c4ccco4)CC3)ncnc2s1	20	2.2	-0.3	-30	-1.0
47	COc1ccc(C2=NN(C(C#N)c3ccc(OC)c(OC)c3)C(c3ccccc3)C2)cc1 (stereo not given)	9	0.3	-0.6	24	3.3
48	O=C(c1cc(Cl)nc2ccccc12)N1CCc2ccccc2C1	-6	-1.2	0.1	22	-0.7
49	O=C(Nc1ccc(S(=O)(=O)N2CCCC2)cc1)C1CCCN1C(=O)c1cccs1 (stereo not given)	-16	0.1	0.6	-26	-0.5
50	C/C(Cc1ccccc1)=N\NC(=O)c1ccc(F)cc1	-6	-0.8	0.1	-8	-0.7
51	C=CCn1c(SCC(=O)NC2CC2)nc2sc(CC)cc2c1=O	7	0.3	0.2	-13	0.8
52	COC(=O)C1=C(COc2ccc(C=O)cc2OC)NC(=O)NC1c1cc(C)ccc1C (stereo not given)	4	0.5	0.3	-23	-0.5
53	Cc1cc(C)nc(-n2ncc3c2CC(c2ccc(F)cc2)CC3=O)n1 (stereo not given)	-12	0.0	0.8	-2	0.1
54	C/C(=N\NC(=O)CN1CCN(Cc2ccccc2)CC1)c1ccncc1	-1	-0.4	-0.7	5	-2.4
55	COc1cccc(C(=O)NC(=S)Nc2ccc3oc(=O)ccc3c2)c1	-8	0.5	-0.1	10	-0.9
56	Cc1ccc2c(c1Br)/C(=N/N1C(=O)c3ccccc3C1=O)C(=O)N2	-24	0.4	-1.2	17	1.0
57	COc1cc(-c2cc(C(=O)NN3CCN(C)CC3)c3ccccc3n2)cc(OC)c1OC	-14	2.6	-0.3	5	0.6
58	C=CCn1c(SCC(=O)OCc2ccccc2)nc2c1c(=O)n(C)c(=O)n2C	11	0.8	2.1	-19	-1.7
59	COc1ccc(CC(=O)Nc2ccc(C(=O)NC(C)(C)C)cc2)cc1OC	4	0.7	1.1	-17	0.5
60	COc1ccc(-c2nnc(NC(=O)c3cccs3)s2)c(OC)c1	1	1.3	-0.2	40	1.7
61	O=S(=O)(Nc1ccc(S(=O)(=O)Nc2ccccc2)cc1)c1ccccc1	-9	3.2	0.4	-3	-1.8
62	Cc1ccc(NC(=O)CN(C)C(=O)CSc2nc(C)cs2)cc1	-13	-2.2	0.4	-7	0.9

No.	EP2 modulator	Ba/F3 V617F tox	TRPML3 ag	BaF3 parental
46	-46&-15	2	0.5	8
47	30	-1	0.2	1
48	-23	8	-1.6	8
49	-16	1	0.2	1
50	-16	-4	0.8	6
51	-50	1	0.8	-4
52	7	-1	0.2	5
53	-3	1	0.0	2
54	-35	3	0.9	0
55	-18	-7	0.5	0
56	-33	0	1.1	0
57	-23	4	1.0	12
58	1&35	-1	0.6	-1
59	-5	0	-0.4	6
60	-16	-1	1.8	-2
61	7	2	-0.2	7
62	-19	-4	-0.6	7
